Screening results (PubChem)
Diaphorase act – compounds boosting diaphorase resazurin reduction – biochemical, uHTS, resorufin fluorescence, counter-screen for diaphorase-coupled primary assays, primary screen. Diaphorase/resazurin coupled assay, 16 min; stronger effect = higher value; 1 = vehicle wells, 0 = NADH-free wells. activation factor at 20 µM. 190,000 compounds, 0.005% hits. AID 1229, 2008;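 active = diaphorase activity raised at least twofold by the compound at 20 µM; inactive = activation factor below 2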
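Test system: Clostridium kluyveri diaphorase, purified enzyme; input: enzyme 0.07 U/mL final; buffer or medium: 50 mM HEPES pH 7.4 with 4.542 mM MgCl2, 0.005% Tween 20; also added: 0.114 mM NADH and 0.1 mM resazurin, final amounts; schedule: 16 min enzyme reaction, ambient temperature; technique: fluorescence of resorufin, 544 nm excitation, 590 nm emission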
TNAP inh hi DEA – human TNAP enzyme inhibitors, primary screen, biochemical, luminescent, high phosphate acceptor level, uHTS; Alkaline phosphatase, tissue-nonspecific isozyme (Homo sapiens), P05186; purified TNAP, CDP-star luminescence, 1 M DEA; inhibition, % at 20 µM; 200,000 compounds, 0.03% hits; AID 1135, 2008;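 active = over 50% inhibition of tissue-nonspecific alkaline phosphatase at 20 µM in the single-dose screen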;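 also: plate controls were DMSO wells for no effect and EDTA-quenched wells as full inhibition for full effect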
TNAP act hiacc – TNAP activators at high phosphate acceptor level, primary screen, biochemical, luminescence, uHTS; Alkaline phosphatase, tissue-nonspecific isozyme (Homo sapiens), P05186; purified TNAP, CDP-star luminescence, 1 M DEA, 30 min; stronger effect = higher value; 0 = EDTA background, 1 = DMSO-only activity; 200,000 tested, under 10 active; activation factor at 20 µM;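 active = activation factor at least 2 at 20 µM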
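Dosing: 20 µM single point. System: human TNAP. Amount: TNAP 1/800 final. Incubation: 30 min, room temperature. Read-out: TNAP activation factor scaled between EDTA and DMSO control wells. Signal: luminescence from CDP-star hydrolysis. Medium: 1 M DEA, pH 9.8, Mg2+, Zn2+. Control set: EDTA negative control, DMSO positive control.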
PMI act satM6P – human PMI activators, high substrate, primary screen, biochemical, fluorescence intensity, near-saturating mannose 6-phosphate; 190,000 compounds, 0.34% hits; coupled PMI enzyme assay, resazurin fluorescence, 20 min; stronger effect = higher value; 1 = untreated enzyme, 0 = substrate-free blank; AID 1216, 2008; activation factor at 20 µM; Mannose-6-phosphate isomerase (Homo sapiens), P34949;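 active = activation factor of 2 or more at 20 µM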
Target sequence (P34949 whole entry, looked up): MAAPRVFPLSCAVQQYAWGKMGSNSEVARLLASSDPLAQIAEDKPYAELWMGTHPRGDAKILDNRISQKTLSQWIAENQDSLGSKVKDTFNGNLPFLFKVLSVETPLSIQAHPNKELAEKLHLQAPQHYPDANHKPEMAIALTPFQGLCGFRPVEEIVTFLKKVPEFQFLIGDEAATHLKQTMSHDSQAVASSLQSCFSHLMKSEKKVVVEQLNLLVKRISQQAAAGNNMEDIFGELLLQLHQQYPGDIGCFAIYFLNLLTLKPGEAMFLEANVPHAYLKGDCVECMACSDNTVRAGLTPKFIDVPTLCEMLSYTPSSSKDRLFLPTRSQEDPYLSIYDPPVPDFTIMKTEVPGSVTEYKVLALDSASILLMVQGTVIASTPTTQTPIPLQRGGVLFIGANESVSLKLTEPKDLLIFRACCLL
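Technique: Diaphorase-driven resazurin-to-resorufin fluorescence, excitation 544, emission 590 nm | Assay system: Human PMI in coupled enzyme assay | Times: Enzyme reaction with compound 20 min at room temperature | Medium: HEPES-buffered pH 7.4 with magnesium and detergent | Reagent: Mannose-6-phosphate 1.0 mM (near-saturating) plus 0.22 mM NADP+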
PMI act – activators of human PMI, primary screen, biochemical, fluorescence intensity, near-Km mannose 6-phosphate | purified human PMI, coupled resazurin fluorescence, 20 min; stronger effect = higher value; 1 = vehicle control, 0 substrate-free wells | Mannose-6-phosphate isomerase (Homo sapiens), P34949 | activation factor at 20 µM | AID 1214, 2008 | 190,000 compounds, 0.005% hits;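 active = activation factor of 2 or more at 20 µM, relative to plate controls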
Diaphorase inh – diaphorase inhibitors and chemical oxidizers, primary screen, counter-screen for diaphorase-coupled primary assays, biochemical, uHTS, resorufin fluorescence; diaphorase resazurin-to-resorufin fluorescence, NADH, 16 min; bacterial (C. kluyveri) enzyme, not human; inhibition, % at 20 µM; 190,000 compounds, 0.69% hits;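 active = primary screen inhibition at 20 µM above a set limit, cut at about 50% in these data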;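 also: plate controls were DMSO with full reaction for no effect and wells lacking NADH for full effect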
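Benchmarks: positive control wells lacking NADH, neutral wells with DMSO only. System: bacterial diaphorase enzyme (C. kluyveri). Input: 0.14 U/mL diaphorase, enzyme working solution. Detection: resorufin fluorescence, excitation 544 nm, emission 590 nm. Times: 16-min room-temperature incubation before reading.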
HMGR II inh – inhibitors of E. faecalis class II HMGR, primary screen, biochemical, Enterococcus faecalis | purified E. faecalis HMGR, NADPH absorbance 340 nm kinetic | inhibition, % at 10 µM | 190,000 compounds, 0.41% hits | AID 1066, 2008;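 active = inhibition above a set limit, the median over all tested compounds plus 3 SD, cut at about 9.5% in these data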;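 also: enzyme runs in reverse so mevalonate oxidation gives rising NADPH absorbance; 0% = complete reaction with DMSO and 100% = background rate lacking mevalonate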
G6PDH CS – L. mesenteroides G6PDH inhibitors, counter-screen for G6PDH-coupled screening assays, biochemical, Leuconostoc mesenteroides enzyme; inhibition, % at 5 µM; glucose-6-phosphate dehydrogenase [Leuconostoc mesenteroides]; 200,000 compounds, 0.12% hits; Purified L. mesenteroides G6PDH, diaphorase/resazurin coupled fluorescence, 45 min; AID 1020, 2008; in the data active = inhibition above about 50%
TNAP inh no acc – human TNAP enzyme inhibitors, primary screen, biochemical, luminescent, no phosphate acceptor, uHTS; Alkaline phosphatase, tissue-nonspecific isozyme (Homo sapiens), P05186; purified TNAP, CDP-star luminescence, 30 min; inhibition, % at 20 µM; 200,000 compounds, 0.26% hits; AID 1012, 2008;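 active = tissue-nonspecific alkaline phosphatase inhibition above about 50% at 20 µM in the single-dose screen, limit read from the data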;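 also: 0% = DMSO negative control and 100% = EDTA positive control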
FLuc stim CS – FLuc activators, initial screening, artefact control for FLuc-dependent activation tests, biochemical, ATPlite luminescence. ATPlite luciferase biochemical, 10 min; 0 = ATP-free wells, 1 = DMSO control. activation factor at 10 µM. 200,000 tested, under 10 active. AID 1027, 2008;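 active = luciferase activation factor, scaled between plate controls, of at least 2 with compound at 10 µM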
Target sequence (P08659 whole entry, looked up): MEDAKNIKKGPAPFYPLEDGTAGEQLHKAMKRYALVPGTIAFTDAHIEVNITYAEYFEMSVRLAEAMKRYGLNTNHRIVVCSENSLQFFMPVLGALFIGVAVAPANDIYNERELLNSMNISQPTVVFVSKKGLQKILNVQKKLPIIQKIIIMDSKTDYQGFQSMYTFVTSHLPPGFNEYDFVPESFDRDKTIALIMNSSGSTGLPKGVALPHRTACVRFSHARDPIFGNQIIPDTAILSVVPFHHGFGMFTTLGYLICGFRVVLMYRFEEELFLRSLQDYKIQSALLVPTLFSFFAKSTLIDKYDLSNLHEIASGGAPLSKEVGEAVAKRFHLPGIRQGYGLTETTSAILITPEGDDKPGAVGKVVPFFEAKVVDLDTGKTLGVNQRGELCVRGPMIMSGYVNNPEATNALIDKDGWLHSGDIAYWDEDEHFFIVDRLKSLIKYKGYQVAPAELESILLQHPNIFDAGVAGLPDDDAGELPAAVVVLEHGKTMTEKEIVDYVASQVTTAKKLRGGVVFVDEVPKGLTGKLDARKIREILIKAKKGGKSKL
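Assay system: Luciferase/luciferin detection reagent, cell-free biochemical luciferase assay / Read-out: luciferase activation / Benchmarks: No-ATP low control, compound-free enzyme-plus-ATP high control / Medium: PBS buffer for ATP / Detection: luminescence measurement of luciferase light output / Schedule: 10 min at ambient temperature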
Active calls of the source: *.

SMILES	Diaphorase inh	PMI act	TNAP act hiacc	G6PDH CS	TNAP inh no acc	FLuc stim CS	HMGR II inh	PMI act satM6P	TNAP inh hi DEA	Diaphorase act
CCS(=O)(=O)c1ccc2oc(Nc3ccc(C(C)C)cc3)nc2c1	12.5	0.4	1.1	-2.2	-10.9	1	1.3	0.9	-5.0	0.9
COC(=O)c1cccnc1-n1c(=O)c2cccnc2n(CC(=O)Nc2ccc(Br)cc2)c1=O	13.7	0.9	1	-0.3	-6.1	1	1.7	0.9	-4.7	0.9
Cc1cc(C)n(-c2ccc(C(=O)Nc3ccc(C)c(S(=O)(=O)N(C)C)c3)cc2)n1	3.0	0.9	1	-13.9	-15.6	1	-3.9	1	-2.7	1
Cc1ccc(S(=O)(=O)CCC(=O)Nc2ccc(F)cc2)cc1	10.4	0.9	1	0.6	-13.9	1.1	-1.7	0.9	-3.3	0.9
COCCOc1ccc(C(F)(F)F)cc1NC(=O)c1ccccc1	5.1	0.9	1	-16.6	-7.1	1	3.3	1.1	-2.4	0.9
Nc1ccc(N2CCOCC2)c(Cl)c1	7.4	0.9	1	-6.1	-6.3	1	2.3	0.9	0.3	0.9
COCCNC(=S)c1ccc(Br)cc1	-1.4	0.7	1	2.8	-16.3	1	-1.1	0.9	-2.4	1
CNC(=O)c1ccc(N(Cc2ccccc2C)S(C)(=O)=O)cc1	-8.9	1.2	1	7.2	4.6	1.1	-2.2	1.1	-4.5	1.1
Nc1nc(SCC(=O)Nc2ccc3c(c2)OCO3)n[nH]1	4.9	1	1	6.6	-1.8	1	3.1	1	-0.4	1
CCCCOc1cccc(/C=N/NC(=O)c2csc(C)c2C)c1	19.2	0.9	1	3.6	3.1	0.9	-3.4	0.8	-1.0	0.8
CCCCCn1c(CN2CCN(Cc3ccccc3)CC2)nc2c1c(=O)n(C)c(=O)n2C	-3.9	1.1	1	1.6	-4.8	1	0.7	1	-1.9	1
C/C(Cn1nnc2ccccc21)=N/OC(=O)c1c(F)cccc1F	1.1	1.1	1	1.5	-11.5	1.1	0.0	1.4	-0.9	1
CC(=O)Nc1c(NC(=O)CC#N)[nH]c2c(c1=O)c(=O)n(C)c(=O)n2C	5.5	0.9	1	16.0	-3.6	1	-1.9	0.8	-3.7	0.9
O=C(NCCc1ccccc1)C1CCN(S(=O)(=O)c2ccccc2)CC1	11.4	1	1	2.9	-14.6	1	-1.1	0.9	0.8	0.9
O=C(NNS(=O)(=O)c1ccccc1[N+](=O)[O-])c1ccncc1	8.0	1.1	1	1.2	-2.3	1	-2.5	1	0.8	0.9
S=C(Nc1ccccc1)N1CCOCC1	0.8	1	1	0.9	-5.9	1	-0.9	1	-0.1	1
C=CCNC(=O)/C(=C/c1cn(-c2ccccc2)nc1-c1cccc([N+](=O)[O-])c1)NC(=O)c1ccccc1	-1.0	0.9	1	-18.8	-3.0	1	-12.9	1	3.8	1
CNC(=O)C(=O)NCC1OCCCN1S(=O)(=O)c1cccs1 (configuration not stated)	2.4	1	1	5.9	-11.1	1	3.9	1	4.1	1
Cc1ccccc1OCC(=O)N/N=C/c1cn(Cc2ccccc2)c2ccccc12	-1.3	1	1	-17.2	-53.3	1	-2.0	1.1	1.6	1
CC(C)NC(=O)c1cnc(Sc2ncc(C(F)(F)F)cc2Cl)n1C	-3.1	1.1	1	-1.6	-20.1	1	-7.1	1.1	-4.0	1
Cc1cc(C)cc(OCc2nnc(SCC(=O)c3ccccc3)o2)c1	15.0	0.9	1	-31.6	-13.8	1	1.7	0.9	2.3	0.8
Cc1cc(C)c[n+](C2=C([O-])c3ccccc3C(=O)/C2=N\S(=O)(=O)c2cccs2)c1	21.9	0.7	1	32.8	-33.9	1.1	1.5	0.4	1.7	0.8
S=c1[nH]nc(-c2ccncc2)n1/N=C/c1ccccc1	30.7	0.9	1.1	-9.5	9.3	1	-9.6	0.9	-5.5	0.7
COC(=O)c1c(-c2ccccc2)csc1NC(=O)CSc1ncnc2sc(C)c(C)c12	19.4	0.9	1.1	2.2	-8.7	1	-4.7	0.9	-6.9	0.8
CCn1c(SCC(=O)Nc2ccc(C(=O)OC)cc2)nnc1-c1cccs1	8.8	0.9	1	-31.1	-7.2	1	-2.7	0.9	2.0	0.9
C[n+]1ccc(/C=C/c2ccc(Br)cc2)cc1	-1.0	1.1	1	5.6	-6.3	1	-1.2	1.3	-1.3	1
CCCc1cc(=O)oc2cc(C)cc(O)c12	11.9	1	1	8.9	-3.8	1.1	2.5	1	1.5	0.9
CO/N=C/c1ccc(Sc2ccc(C)cc2)c([N+](=O)[O-])c1	28.3	0.9	1	2.3	-6.6	1.1	-1.2	0.9	-3.8	0.7
COCc1cc(=O)[nH]c(Nc2nc3ccc(C)cc3o2)n1	16.6	0.8	1	-21.5	-51.1	0.9	-2.5	0.8	-4.4	0.8
CCCn1c(NC(=O)c2cccc(S(=O)(=O)N3CCCC3)c2)nc2ccccc21	12.3	1	1.1	-5.1	-7.5	1	2.3	1.1	-7.8	0.9
CC1=[N+]([O-])C(C)(C)CC(C)(C)c2ccccc21	12.1	1	1	-1.2	-13.0	1.1	-0.5	1.1	-3.7	0.9
OCCC1CN(Cc2ccccc2-c2ccco2)CCN1Cc1ccccc1 (configuration not stated)	11.7	0.9	1	7.4	-3.5	1.1	-2.6	0.8	-2.8	0.9
O=C(Nc1ccc2oc(=O)ccc2c1)c1cccnc1	-13.4	1.1	0.9	4.5	1.1	1	-2.3	1.3	5.6	1.1
O=C(CN1CCOCC1)Nc1ncc(Cc2ccccc2Cl)s1	0.5	0.9	1	16.7	-4.7	1	0.4	1	1.3	1
COc1cccc(/C=N/n2c(-c3cccs3)n[nH]c2=S)c1	33.2	0.8	1	3.8	46.7	1	0.0	0.9	1.6	0.7
COc1cc(Cn2ccnc2)c(OC)cc1Cn1ccnc1	1.9	1	1.1	0.7	-7.5	1.1	-3.0	1.1	-7.9	1
Cc1ccc(C)n1-c1sc2c(c1C#N)CCCC2	6.2	1	1	7.9	-4.9	1	-3.4	1	2.2	0.9
CCNC(=S)N1CCCC(C(N)=O)C1 (configuration not stated)	-12.2	1.1	1	6.5	-7.1	1.1	-1.1	1	-1.3	1.1
C=CCn1c(SCC(=O)NC(N)=O)nnc1-c1cc2c(s1)CCC(CC)C2 (configuration not stated)	16.1	0.8	1	-22.3	-10.7	1	0.4	0.8	3.5	0.8
COC(=O)Cc1ccc(OCC(=O)Nc2ccc(OC(F)(F)F)cc2)cc1	7.4	1	1	8.7	-16.6	1.1	-0.6	1	-0.8	0.9
O=C(NCc1cccnc1)c1cccs1	1.5	0.9	1	9.4	0.1	1	-7.4	1	-1.0	1
COc1ccc(NC(=O)C(c2ccc(C)cc2)N(C)C(=O)Cc2cccs2)cc1 (configuration not stated)	20.1	0.8	1	-7.9	-12.8	1	2.5	0.8	-4.1	0.8
Cc1ccc(S(=O)(=O)CCc2nnc(NC(=O)COc3cccc(C)c3)s2)cc1	1.1	1.1	1	-1.6	-6.0	1	-1.6	1.1	2.0	1
CCOc1ccc(CO/N=C/c2c(C)[nH]c(=O)[nH]c2=O)cc1	14.3	1	1	12.5	-11.1	1.1	0.3	1	1.9	0.9

Some of these compounds in order of formula weight, lowest first:
SMILES	Diaphorase inh	PMI act	TNAP act hiacc	G6PDH CS	TNAP inh no acc	FLuc stim CS	HMGR II inh	PMI act satM6P	TNAP inh hi DEA	Diaphorase act
CCOc1ccc(CO/N=C/c2c(C)[nH]c(=O)[nH]c2=O)cc1	14.3	1	1	12.5	-11.1	1.1	0.3	1	1.9	0.9
C=CCn1c(SCC(=O)NC(N)=O)nnc1-c1cc2c(s1)CCC(CC)C2 (configuration not stated)	16.1	0.8	1	-22.3	-10.7	1	0.4	0.8	3.5	0.8
Cc1ccc(S(=O)(=O)CCc2nnc(NC(=O)COc3cccc(C)c3)s2)cc1	1.1	1.1	1	-1.6	-6.0	1	-1.6	1.1	2.0	1
